Screening data from PubChem.
b-catenin transl: modulators of beta-catenin nuclear translocation; HeLa beta-catenin nuclear translocation, immunofluorescence imaging; nuclear translocation activity, % at 5 µM; 190,000 tested, 0.3% active;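 active = nuclear translocation activity above 50% at 5 µM, with a well cell count of 50 or more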;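 also: per-cell ratio of nuclear to cytoplasmic median beta-catenin stain intensity; plate controls were DMSO negative control for no effect and GSK-3 inhibitor IX positive control for full effect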
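Test system: HeLa cells, endogenous beta-catenin; Compound: single 5 µM dose plus 0.02–20 µM confirmation series; Times: compound exposure 24 h at 37°C; Signal: fluorescence imaging of beta-catenin antibody stain plus DAPI; Read-out: % activation, nuclear-to-cytoplasmic median beta-catenin signal ratio per cell.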
Lipid droplet: hepatic lipid droplet formation modulation; 240,000 tested, 0.4% active; AML12 mouse hepatocytes, oleate lipid droplets, BODIPY imaging; inhibition, % at 6.5 µM;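 active = lipid droplet intensity inhibited by at least 50%, with more than 500 cells counted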
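System: AML12 hepatocytes (mouse). Probe or stimulus: oleic acid at 100 µM to induce lipid droplet formation. Times: overnight treatment with compound plus oleate. Detection: Image-based BODIPY and DAPI two-channel analysis. Evaluation: percent inhibition of filter-corrected integrated lipid droplet intensity per well.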
Autophagy HCS: alters autophagy in cells; calls only at 10 µM (by protocol); 190,000 tested, 0.98% active; MEF GFP-LC3 puncta imaging; test concentration mostly 10 µM;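 active = percentage of spot-positive cells more than 3 SD above its plate mean, without a fluorescence outlier flag or 80% toxicity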;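 also: spot-positive cell cutoff set from DMSO-treated cells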
Dynein transport: dynein cargo transport inhibition; 3617.4 mouse cells, GR-EGFP nuclear translocation imaging; test concentration mostly 20 µM; stimulated with dexamethasone, 1 µM; hits give low values; z-score, hits read low; 220,000 tested, 0.47% active;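 active = plate z-score of nuclear minus cytoplasmic receptor signal below a set negative limit, without overly bright fluorescence or cell loss, cut at about -3.5 in these data, passing the limit was not always enough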;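 also: z-score of nuclear minus cytoplasmic ring GR-EGFP intensity difference per well; some compounds called inactive have numbers as strong as hits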
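Buffer or medium: tet-free medium with charcoal-stripped serum / Also added: dexamethasone agonist, 1.0 µM final, for 30 min / Timing: induction 48 h, compound 1 h, agonist 30 min / Measured by: high-content fluorescence imaging after fixation / Read-out: nuclear-to-cytoplasmic GR-EGFP distribution per well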
CSM14.1 death rescue: rescue of cells from ER stress-induced death, primary screen, 384-well, CSM14.1, thapsigargin, ATP luminescence (AID 1222) | CSM14.1 thapsigargin-induced death rescue, ATP luminescence; higher % means a stronger effect | 190,000 tested, under 10 active | cellular ATP content (survival), % at 20 µM; hits with a dose series show EC50 in µM;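 active = EC50 below 50 µM in the dose-response confirmation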;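 also: death triggered by thapsigargin at about 15 µM added after 2 h compound pretreatment; cell ATP read after overnight thapsigargin exposure of roughly 18 to 22 hours; normalized against plate controls of thapsigargin alone and 5% DMSO vehicle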
XIAP antagonists: XIAP antagonists, biochemical, IAP family, fluorescence polarization (AID 1018). XIAP BIR domain, fluorescence polarization peptide displacement; higher % means a stronger effect. displacement, % at 20 µM; hits with a dose series show IC50 in µM. 200,000 tested, 0.007% active; in the data active = displacement above about 50%; also: a part of the inactive calls stands beside numbers as strong as those of hits
Ins promoter up: MIN6 insulin promoter up-regulation; 190,000 tested, 0.3% active; MIN6 insulin promoter-GFP reporter, high-content imaging; hits give high values; z-score at 5 µM;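 active = z-score above 3 at 5 µM with at least 500 cells counted in the well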
MT stabilize HCS: microtubule stabilization, imaging screen; HeLa tubulin immunostaining HCS, 24 h; share of cells brighter than vehicle mean+2SD; % tubulin-high responders, % at 10 µM; 200,000 tested, 0.83% active; AID 2205;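 active = plate Z-score above 3 for both tubulin-high and condensed-nucleus cell shares, with cell loss under 80%, at 10 µM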;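 also: anti alpha tubulin signal scored within the nucleus-defined area of each cell; some results filed as inactive read as strong as hits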
WT yeast gro inh: growth inhibition of WT yeast, mitochondrial fusion screen | mitochondrial fusion phenotypic screen, WT strain | inhibition, % at 10 µM | 190,000 tested, 2.1% active | AID 1362; in the data active = inhibition above about 58%; tested in S. cerevisiae
WT yeast gro inh mutant strain: recorded beside WT yeast gro inh, whose call it bears; inhibition, %; mitochondrial fusion phenotypic screen, mutant strain inhibition
Dynein transport cytoplasmic EGFP: further read-out of Dynein transport, marked with its call; z-score; measured here: cytoplasmic GR-EGFP intensity; hits give high values
Dynein transport nuclear GR-EGFP: recorded beside Dynein transport, whose call it bears; z-score; measured here: nuclear GR-EGFP intensity;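 lower value marks the stronger effect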
Dynein transport cell count: second read-out of Dynein transport, no call of its own (marks repeat the call); z-score; measured here: cell count per field
Ins promoter up cell count: recorded beside Ins promoter up, whose call it bears; cell count; measured here: cytotoxicity, nuclei count;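 total cells summed across four imaged fields per well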
Lipid droplet cells 6.5 µM: also measured in Lipid droplet; calls as there; cell count; measured here: cell count, cytotoxicity flag;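 cells counted across two imaged fields per well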
b-catenin transl cell count 5 µM: second read-out of b-catenin transl, no call of its own (marks repeat the call); cell count; measured here: cell count, cytotoxicity flag
MT stabilize HCS Hoechst-high %: further read-out of MT stabilize HCS, marked with its call; % Hoechst-high responders; measured here: nuclear condensation Hoechst responders;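 share of cells brighter than vehicle mean plus two SD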
MT stabilize HCS cytotoxicity %: recorded beside MT stabilize HCS, whose call it bears; toxicity, %; measured here: cytotoxicity by cell density;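 0% = mean cell density of plate MIN control wells and 100% = no cells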
Autophagy HCS cell loss 18 h: second read-out of Autophagy HCS, no call of its own (marks repeat the call); toxicity, %; measured here: cell loss, nuclei count;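 cell loss after 18 h compound exposure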
Active calls of the source: *; i = inactive; x = no result given.

SMILES	b-catenin transl	b-catenin transl cell count 5 µM	Lipid droplet	Lipid droplet cells 6.5 µM	Autophagy HCS	Autophagy HCS cell loss 18 h	Dynein transport	Dynein transport cytoplasmic EGFP	Dynein transport nuclear GR-EGFP	Dynein transport cell count	CSM14.1 death rescue	XIAP antagonists	Ins promoter up	Ins promoter up cell count	MT stabilize HCS	MT stabilize HCS Hoechst-high %	MT stabilize HCS cytotoxicity %	WT yeast gro inh	WT yeast gro inh mutant strain
CCN(CC)Cc1c(C(=O)OC(C)C)nnn1-c1nonc1N	-1.6	1019	x	x	i	3	0.018	-0.23	0.3	0.68	-0.6%	-4.0%	1.8	1373	4.7	2.4	7.2	18	19
CC(=O)NC(CCS(C)(=O)=O)C(=O)Nc1ccccc1 (stereo not drawn)	-2.7	1245	2	563	i	1	-0.41	-0.23	-0.23	0.47	x	-3.8%	x	x	2.3	3.6	5.9	4	-2
C/C(=N\O)c1c(C)c2ccccc2n1C	-7.2	920	x	x	i	2	0.44	-0.32	0.12	-0.15	-0.7%	-0.3%	-0.09	898	6.7	2.2	2.5	6	18
CC(C)(C)C(=O)N(CCN(C(=O)C(C)(C)C)c1ccccc1)c1ccccc1	x	x	x	x	i	-3	-0.46	-0.23	-0.91	0.7	0.3%	-3.3%	x	x	2.8	1.1	3.1	-7	18
CN(C)CCNC(=O)c1cccc(S(=O)(=O)Nc2ccc(F)cc2)c1	2.8	980	31	676	i	-4	-1.3	-0.34	-0.29	0.74	-0.6%	-4.9%	0.36	1183	2.2	1.5	3.4	-2	18
CN(C)C(CN1C(=O)C2CC=CCC2C1=O)c1cn(C)c2ccccc12 (stereo not drawn)	-0.5	1155	-12	796	i	1	-0.085	-0.25	0.079	0.51	6.4%	-7.0%	-0.54	1281	3.0	1.2	7.0	16	-11
CCOC(=O)c1nnn(-c2nonc2N)c1-c1ccc(OC)cc1	-0.4	1057	20	710	i	-1	0.17	-0.18	0.4	0.18	-2.6%	0.8%	-5.1	530	4.3	3.0	16	-14	1
CC(C)(C)NC(=O)CSc1nnc(-c2ccco2)n1Cc1ccco1	-4.9	1187	-8	790	i	-3	-0.52	-0.18	-0.053	0.22	-1.3%	-2.1%	0.24	1278	6.4	2.0	5.5	-11	-7
COc1ccccc1NC(=O)CCC(=O)Nc1nnc(C(F)(F)F)s1	2.0	1170	x	x	i	11	0.39	-0.35	0.5	-0.41	-0.5%	-4.6%	-0.02	1228	2.3	2.5	7.0	-19	-5
Cc1c(NC(=O)COC(=O)c2cc(-c3ccc(-c4ccccc4)cc3)nc3ccccc23)c(=O)n(-c2ccccc2)n1C	3.2	859	0	506	i	-4	0.71	-0.23	0.11	0.089	-7.7%	-1.2%	x	x	4.3	2.1	6.0	18	-16
COc1cccc(C(=O)OCC(=O)NC(=O)NC2CCCC2)c1O	-4.3	1091	-6	692	i	31	-0.39	-0.044	-0.25	-0.4	1.5%	-3.0%	-0.9	1287	1.7	2.3	3.8	-3	-13
CC1=CCC2C(=O)N(c3cc(C)on3)C(=O)C2C1 (stereo not drawn)	-3.1	1250	9	718	i	-12	-0.4	-0.22	-0.38	0.8	1.6%	-1.9%	x	x	2.8	1.8	5.1	-6	3
CCOC(=O)CNC(=O)c1sc(NC(=O)c2ccccc2)nc1C	1.1	561	-4	745	i	-9	-0.095	-0.23	-0.18	0.8	-5.7%	-8.2%	x	x	2.9	2.1	5.6	-16	4
CC(=O)c1ccc(NCCC(=O)c2ccccc2)cc1	-0.5	1543	3	537	i	11	-0.38	-0.11	0.21	0.19	1.0%	-5.2%	0.18	1461	2.0	2.2	11	2	-6
COc1ccc(CC(=O)Nc2ccc(S(=O)(=O)NCC3CCCO3)cc2)cc1 (stereo not drawn)	0.9	991	-2	623	i	-3	-0.47	-0.26	-0.16	-0.75	-2.6%	-3.5%	-0.48	1466	2.2	2.0	19	-3	2

Brought forward from above: two entries; new compounds follow.
SMILES	b-catenin transl	b-catenin transl cell count 5 µM	Lipid droplet	Lipid droplet cells 6.5 µM	Autophagy HCS	Autophagy HCS cell loss 18 h	Dynein transport	Dynein transport cytoplasmic EGFP	Dynein transport nuclear GR-EGFP	Dynein transport cell count	CSM14.1 death rescue	XIAP antagonists	Ins promoter up	Ins promoter up cell count	MT stabilize HCS	MT stabilize HCS Hoechst-high %	MT stabilize HCS cytotoxicity %	WT yeast gro inh	WT yeast gro inh mutant strain
CC(=O)c1ccc(NCCC(=O)c2ccccc2)cc1	-0.5	1543	3	537	i	11	-0.38	-0.11	0.21	0.19	1.0%	-5.2%	0.18	1461	2.0	2.2	11	2	-6
COc1ccc(CC(=O)Nc2ccc(S(=O)(=O)NCC3CCCO3)cc2)cc1 (stereo not drawn)	0.9	991	-2	623	i	-3	-0.47	-0.26	-0.16	-0.75	-2.6%	-3.5%	-0.48	1466	2.2	2.0	19	-3	2
Cc1ccc(CSc2nnc(-c3ccco3)n2N)cc1	-1.3	1142	-13	738	i	3	-1.2	0.22	-0.18	0.11	-1.9%	-11%	0.05	949	6.3	3.1	7.7	-7	1
Cc1ccc(NC(=O)CN(C)C(=O)COc2cc(F)ccc2[N+](=O)[O-])cc1	0.3	1089	0	625	i	14	0.23	-0.24	0.056	0.48	1.2%	0.7%	x	x	3.2	1.9	8.9	6	-3
CN1CCN(c2ccc(NC(=O)c3ccc4c(c3)OCCO4)cc2)CC1	-0.8	1472	-9	688	i	10	1.1	-0.29	0.78	-0.31	-2.7%	-6.8%	0.1	1458	1.6	2.1	5.8	2	12
Cc1nnc(SCc2ccc(Cl)cc2)n1CC1CCCO1 (stereo not drawn)	x	x	x	x	i	-1	-0.67	-0.21	-0.32	0.67	-2.4%	-6.6%	x	x	1.1	2.4	7.7	-3	2
O=c1c2ccccc2nc(SCc2cccc(F)c2)n1-c1cccc(S(=O)(=O)N2CCCC2)c1	0.5	906	-20	543	i	-12	0.67	-0.29	-0.053	-0.15	4.1%	-6.1%	-0.53	1081	2.9	1.5	4.7	7	1
O=C(Nc1ccc(Cn2cccn2)cc1)c1ccc(COc2cccc(Br)c2)cc1	x	x	x	x	i	-8	-0.38	-0.25	-0.00027	-0.18	0.6%	-6.3%	-1.2	962	1.2	1.8	8.8	41	44
Cc1nn(C)c(C(=O)NNC(=S)NC2CCCCC2)c1Br	1.0	991	7	708	i	2	-0.26	-0.28	0.02	0.38	0.7%	-5.0%	0.04	1471	1.5	2.5	7.0	-9	4
Cn1nc(C(F)(F)F)c(C(=O)Nc2ccc(C(F)(F)F)cc2)c1Cl	x	x	x	x	i	-3	-0.31	-0.22	-0.48	0.41	3.5%	-2.3%	x	x	1.8	1.4	6.9	1	-3
Cc1cc(C)c(S(=O)(=O)c2ccc(Cl)cc2C)c(Cl)n1	-3.1	1232	2	713	i	-4	-1.1	-0.22	-0.76	0.16	0.0%	-4.6%	-0.66	1471	1.5	2.2	5.1	-4	15
CC(C)Oc1cccc(C(=O)NC(=S)N2CCN(c3ccc(C(F)(F)F)cc3[N+](=O)[O-])CC2)c1	-1.1	1364	x	x	i	24	0.023	-0.19	0.72	-0.098	-0.1%	-15%	-1.4	1163	2.7	1.4	11	48	15
O=C(O)c1ccc(Cl)c(S(=O)(=O)N2CCCC2)c1	0.8	1313	1	750	x	x	-1.9	0.51	-0.72	0.73	x	x	-0.16	1082	x	x	x	x	x
CCN1C(=O)CS/C1=N\c1nccs1	-4.2	1125	2	772	i	9	0.57	-0.15	0.63	0.02	-4.1%	-3.2%	0.89	1304	3.2	1.2	2.2	7	-3
COCCn1c(C)cc(C(=O)COc2ccc(C)nc2[N+](=O)[O-])c1C	-1.1	932	-1	683	i	-4	-0.31	-0.33	-0.68	0.84	-0.9%	-14%	2.4	966	2.9	1.9	7.1	-2	4
CCCCN(CC)c1nc(N)c2c(N)nc(OCC)cc2c1C#N	-9.1	1160	14	806	i	-8	-1.1	-0.4	-0.58	0.79	-1.1%	-7.1%	x	x	2.0	1.9	7.4	16	7
COCCn1c(SCC#N)nnc1-c1ccc2c(c1)OCO2	-5.5	771	x	x	i	10	-1.1	-0.26	-0.19	2.6	-1.8%	-6.5%	1.2	1226	3.3	1.8	3.7	10	20
COc1ccc(OC)c(NC(=O)c2cc3c(=O)n4ccccc4nc3n2C)c1	5.4	495	-2	725	i	39	0.45	-0.26	0.2	-0.095	0.0%	-4.0%	x	x	3.9	4.6	7.1	-7	0
CC(=O)OC(Cn1ccnc1)c1ccccc1 (stereo not drawn)	-1.2	996	x	x	i	-11	0.017	-0.2	0.17	-0.2	1.6%	1.2%	-0.57	1487	2.0	2.4	9.2	-8	-4
Cc1cccc(C)c1-n1c(C)nn(-c2ncc(C(F)(F)F)cc2Cl)c1=O	-4.5	1141	13	687	i	1	-0.5	-0.37	0.47	0.95	-0.2%	-5.7%	0.39	1616	3.6	3.1	5.5	-6	11
COc1ccc2c(c1)-c1c(ssc1=S)C(C)(C)N2C(=O)CSC1=NCCS1	-0.4	1063	-5	474	i	1	-0.14	-0.15	-0.6	0.2	-0.2%	0.4%	-1.6	1624	1.8	1.7	6.2	31	29
CCCNC(=O)c1ccc(SCC(=O)N(CC)CC)c([N+](=O)[O-])c1	x	x	22	736	i	4	-0.77	-0.24	-0.33	0.048	-0.6%	-7.1%	0.33	1278	1.7	2.4	5.6	-13	14
C=CCn1c(-c2csc(-c3ccc(Cl)cc3)n2)n[nH]c1=S	-0.5	1150	1	689	i	26	-0.36	-0.21	-0.0087	1	-5.1%	-0.5%	0.02	920	1.7	1.8	8.3	4	10
